RXFP1 agonist: activates the human relaxin receptor RXFP1. Q9HBX9. HEK293T-RXFP1 cAMP TR-FRET, 30 min; response scale: percent of porcine relaxin response, buffer zero. Potency, µM (highest dose often 57.5 µM), for the others: at the highest dose activation, most hits filed as activators. hit rate 0.3% among 370,000. AID 2676; further: potency means the concentration at half of the fitted maximal effect; on the % scale 0 is the no-effect control and ±100 the full control effect; nearly all actives have a fitted effect of over 60% in size; many of its hits are not listed in these tables
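HEK293T cells stably expressing RXFP1 were pretreated with the PDE4 inhibitor Ro 20174, exposed to compounds for 30 min at 37C, lysed, and cAMP was read by TR-FRET. Data normalized to buffer (basal) and 29 nM porcine relaxin (100%).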
PI4K2A block: PI4K2A (human) kinase inhibition; purified PI4K2A, ADP-Glo luminescence, 1 h; stronger effect = lower value; hit rate 0.13% among 420,000; AID 1346378; activity change, negative = inhibition, % at 76.9 µM; Q9BTU6; in the data active means activity change below about -50%; inconclusive means mostly about -30% to -49%;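 further: -100% = wells without enzyme as full effect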
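Compounds are screened against recombinant PI4K2A using PI as substrate and ATP, the latter dispensed at 300 microM. Reactions run one hour at ambient temperature before ADP-Glo detection; full inhibition defined by wells lacking enzyme.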
Glioma ERSR ind: ER stress response induction in glioma; AID 602332; U87-MG GRP78 promoter luciferase reporter, 16 h; hit rate 0.02% among 420,000; Potency, µM, for inactives: at the top dose activation, hits mostly activators; further: potency means the concentration at half of the fitted maximal effect; series mostly up to about 76 µM; % of control where 0% means no effect; nearly all actives have a fitted effect of over 35% in size
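Stably transfected U87-MG glioma cells carrying a GRP78-based luciferase sensor; 16 h compound incubation. Luminescence end-point read 10 min after Bright-Glo addition at room temperature.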
TrxR1 substrate: is turned over as a substrate by rat TrxR1. purified TrxR1 substrate turnover, NADPH consumption readout. Potency, µM (highest dose often 114 µM), for the others: top-dose activity change, negative = substrate turnover. hit rate 0.01% among 390,000; further: potency means the concentration at half of the fitted maximal effect; on the % scale 0 is the no-effect control and ±100 the full control effect; nearly all actives have a fitted effect of over 50% in size
Target sequence (O89049 whole entry, looked up): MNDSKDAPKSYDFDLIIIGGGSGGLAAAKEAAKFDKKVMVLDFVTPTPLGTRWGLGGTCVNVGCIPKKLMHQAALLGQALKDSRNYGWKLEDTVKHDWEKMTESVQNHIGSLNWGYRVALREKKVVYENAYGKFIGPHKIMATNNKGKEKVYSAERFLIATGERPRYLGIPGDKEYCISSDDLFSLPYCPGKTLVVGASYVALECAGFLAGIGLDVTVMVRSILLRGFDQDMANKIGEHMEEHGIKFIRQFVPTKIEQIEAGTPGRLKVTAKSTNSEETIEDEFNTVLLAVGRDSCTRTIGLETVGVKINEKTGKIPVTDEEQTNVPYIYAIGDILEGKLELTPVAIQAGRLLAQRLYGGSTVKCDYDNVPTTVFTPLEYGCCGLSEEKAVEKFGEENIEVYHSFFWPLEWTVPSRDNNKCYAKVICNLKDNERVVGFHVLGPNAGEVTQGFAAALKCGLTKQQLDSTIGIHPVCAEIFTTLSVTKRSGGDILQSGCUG
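Rat TrxR1, dispensed at 90 nM, was prereduced with 400 uM NADPH (final) for 5 min at ~22 deg C, then incubated with compound 15 min before 400 uM selenite. A first-read NADPH fluorescence drop versus no-compound background flagged substrates.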
USP1 inh: USP1/UAF1 (human) deubiquitinase inhibition; O94782; recombinant USP1/UAF1, Ub-Rhodamine cleavage fluorescence; Potency, µM (top dose mostly 57.1 µM), for inactives: at the highest dose activity change, negative = inhibition, usual class: inhibitors; hit rate 0.23% among 390,000; AID 743255; further: potency means the concentration at half of the fitted maximal effect; on the % scale 0 is the no-effect control and ±100 the full control effect; nearly all actives have a fitted effect of over 60% in size; inactives centre near -12
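High-throughput fluorogenic screen: 1nM USP1/UAF1 complex, Ub-Rho substrate 150nM final, 50mM HEPES pH 7.8 with 0.5mM EDTA, 0.1 mg/ml BSA, 1mM TCEP and 0.01% Tween-20.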
IDH1 R132H inh: inhibitors of human mutant IDH1 R132H. O75874. IDH1-R132H enzyme, NADPH consumption, diaphorase/resazurin fluorescence. Potency, µM (series often up to 76.6 µM), for inactives: at the top dose activity change, negative = inhibition, most hits filed as inhibitors. hit rate 0.093% among 390,000; further: potency means the concentration at half of the fitted maximal effect; on the % scale 0 is the no-effect control and ±100 the full control effect; nearly all actives have a fitted effect of over 65% in size
Target sequence (O75874 whole entry R132H, stated change not applied): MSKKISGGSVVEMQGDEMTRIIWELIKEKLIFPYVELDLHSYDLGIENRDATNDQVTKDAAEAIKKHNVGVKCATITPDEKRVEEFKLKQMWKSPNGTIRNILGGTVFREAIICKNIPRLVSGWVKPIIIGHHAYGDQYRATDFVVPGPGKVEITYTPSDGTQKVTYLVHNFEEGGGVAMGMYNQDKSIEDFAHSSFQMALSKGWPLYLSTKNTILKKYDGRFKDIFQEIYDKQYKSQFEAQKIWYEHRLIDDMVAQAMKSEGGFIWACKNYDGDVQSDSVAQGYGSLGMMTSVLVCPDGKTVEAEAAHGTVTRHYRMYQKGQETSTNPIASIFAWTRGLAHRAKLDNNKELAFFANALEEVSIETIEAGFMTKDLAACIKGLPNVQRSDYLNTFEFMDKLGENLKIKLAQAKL
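IDH1-R132H (0.5 ug/mL dispensed) in pH 7.5 Tris buffer was preincubated 30 min with compound, then given a substrate mix of 0.016 mM NADPH and 2 mM alpha-KG for 80 min at room temperature; remaining NADPH was read by diaphorase/resazurin fluorescence.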
LDHA inh: blocks human lactate dehydrogenase A. hit rate 0.15% among 480,000. P00338. activity change, % (values are at about 110 or 230 µM). purified LDHA, NADH/diaphorase-resazurin fluorescence; stronger effect = lower value; in the data active means activity change below about -30%; inconclusive means mostly about -25% to -30%;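 further: plate controls were DMSO wells for no effect and wells without enzyme for full effect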
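Human LDH5 at 2 nM final in Tris HCl pH 7.4 with 0.06 mM NADH and 0.2 mM pyruvate, reacted 5 minutes at room temperature. Remaining NADH coupled via diaphorase/resazurin; resorufin fluorescence read at 0 and 20 minutes, normalized to enzyme-free and DMSO wells.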
Vif-APOBEC3G blk: inhibitors of Vif-APOBEC3G interaction; HeLa A3G-eYFP + Vif (tagged APOBEC3G with the HIV-1 protein that degrades it), YFP fluorescence, overnight; hit rate 0.076% among 410,000; Q9HC16; Potency, µM (doses to about 46.1 µM), for the others: at the highest dose activity, negative = active, most hits filed as inhibitors;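 further: potency means the concentration at half of the fitted maximal effect; on the % scale 0 is the no-effect control and ±100 the full control effect; nearly all actives have a fitted effect of over 60% in size; hits raise eYFP signal because A3G escapes Vif-driven loss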
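HeLa cells stably expressing Vif and C-terminally eYFP-tagged A3G, seeded overnight at 37 deg C, then exposed to compound by pintool overnight at 37 deg C. Rise in yellow fluorescence (Ex 488/Em 500-530, Acumen) marks blocked Vif-driven A3G degradation.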
Vif-APOBEC3F blk: blocks the Vif interaction with APOBEC3F. HeLa A3F-eYFP + Vif (tagged APOBEC3F with the HIV-1 protein that degrades it), YFP fluorescence increase. Potency, µM (titrated, usually from 46.1 µM), without a hit: at the highest dose activity, negative = active. hit rate 0.2% among 390,000. AID 602313; further: potency means the concentration at half of the fitted maximal effect; % of control where 0% means no effect; nearly all actives have a fitted effect of over 65% in size
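Fluorescence increase (Ex 488/Em 500-530) after overnight compound treatment at 37 deg C flags inhibition of Vif-driven A3F-eYFP loss in stable HeLa A3F-eYFP/Vif cells seeded overnight beforehand.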
* marks the source's active call; other numbers are inactive results; ? = inconclusive; nt = not tested or not shown; & = joins results of further samples; [ ] = another dose, or the depositor's remark. Unless noted, the call rests on the fitted dose curve; in most records, active means well fitted curve in the direction sought with a large enough effect; inconclusive means small, poorly fitted or top-dose-only effect, or another doubt; inactive means no such curve, though single readings can be large; an effect the other way counts as inactive or inconclusive. A portion of the library (hit frequency here may not be typical).

SMILES	RXFP1 agonist	PI4K2A block	Glioma ERSR ind	TrxR1 substrate	USP1 inh	IDH1 R132H inh	LDHA inh	Vif-APOBEC3G blk	Vif-APOBEC3F blk
Cc1ccc(C)c(NS(=O)(=O)c2cc3c4c(c2)CC(=O)N4CCC3)c1	1.0%	1	-1%	2%	-26%	-15%	0	0%	1%
O=C(NCCCN1CCCC1=O)c1ccccc1NS(=O)(=O)c1ccc(F)cc1	-1.0%	-3	2%	12%	6%	-1%	-1	1%	-2%
Cc1ccc2c(c1)N(C(=O)N1CCC(C(=O)NCc3ccccc3F)CC1)CC(C)O2 (configuration not stated)	0.6%	0	-4%	-1%	-1%	11%	0	4%	-1%
COc1ccc(Cn2c(=O)[nH]c3cc(C(=O)Nc4ccc(N5CCN(C)CC5)cc4)ccc32)cc1	1.0%	-1	-5%	-14%	4%	7%	4	-1%	3%
CSc1ccc(OC2(C)CCN(Cc3ccc4c(c3)OCCO4)C2)cc1 (configuration not stated)	nt	5	-2%	nt	nt	nt	-14	-1%	nt
COC(=O)/C(C#N)=C/c1ccc(C)o1	-0.3%	0	5%	-13%	-16%	5%	-10	-3%	-3%
O=C(NNC(=O)c1c(F)cccc1F)c1ccccc1-n1cccc1	4.0%	-2	-3%	-6%	-15%	-4%	-2	0%	-3%
CC1(C)CN(CCc2ccccc2)C(=O)[C@H]1CC(=O)Nc1ccc(Br)cc1	nt	-6	-5%	nt	-23%	8%	5	0%	-3%
Cc1cc(NC(=O)CSc2cn(CC(=O)N(C(C)C)C(C)C)c3ccccc23)no1	1.5%	-5	-5%	-4%	-13%	-5%	1	0%	-4%
Cc1cc(C(=O)CN2C(=O)C(=O)N(CC(C)C)C2=O)c(C)n1-c1ccccc1F	1.3%	1	-2%	6%[57.1 µM]	-6%	1%	-5	0%	18%
Cc1ccc(NC(=O)C2C3CCCC2C3c2ccccc2)c(C)c1 (configuration not stated)	-0.7%	-14	-6%	-1%	-10%	9%	-3	-3%	-3%
COc1ccccc1N1CCN(C(=O)CN(c2ccccc2OC)S(=O)(=O)c2ccccc2)CC1	-1.0%	0	-4%	-3%	-10%	7%	-8	-2%	1%
COc1ccc(OC)c(NC(=S)N(CCc2c(C)[nH]c3ccc(C)cc23)Cc2cccs2)c1	3.2%	3	-5%	4%	-17%	-4%	1	-8%	0%
O=C(Nc1ccccc1F)Nc1cccc2ccc(O)cc12	-1.2%	-10	5%	7%[57.1 µM]	-16%	8%	12	-6%	-2%
CCOc1ccccc1C=C1SC(=S)NC1=O	nt	9	-1%	-4%	?	9%	-15	4%	0%
COCc1cc(C)nc2sc(C(=O)Nc3ccc(C(=O)OC)cc3)c(N)c12	24%	-5	-4%	42%[activator]	-27%	2%	0	-13%	?
Cc1ccccc1CN(C)CC(=O)NC(C)CCc1ccccc1 (configuration not stated)	2.1%	2	-4%	2%[57.1 µM]	-9%	1%	-1	-4%	-7%
COc1ccc(C(C(=O)NC2CCCCC2)N(C(=O)c2snc(C(N)=O)c2N)c2ccc(OC)cc2OC)cc1 (configuration not stated)	1.7%	4	-6%	26%	-11%	-27%	-4	-2%	0%
CCN(CC)C(=O)C1CCCN(C/C(C)=C/c2ccccc2)C1 (configuration not stated)	0.4%	9	6%	9%[57.1 µM]	-6%	9%	-20	-5%	-7%
O=C(OCc1nc2ccccc2s1)c1cccc(S(=O)(=O)N2CCOCC2)c1	-0.7%	1	6%	-5%	-24%	6%	-9	0%	-6%
COc1ccc(NC(=O)NC2CCCCCCC2)cc1	0.0%	-2	-1%	6%	-6%	5%	-5	3%	0%
Cc1cc(S(=O)(=O)Nc2c(NC3CCCCC3)c3ccccc3oc2=O)ccc1F	2.4%	-5	-2%	-4%	-12%	9%	-2&9	-1%	-3%
CN(CCN1CCOCC1)Cc1nc(-c2ccccc2)no1	1.4%	2	2%	11%	-23%	4%	-1	-2%	0%
CCN1CCN(C(=O)Cn2c(-c3cccs3)cc3cc(Cl)ccc32)CC1	0.7%	-1	-3%	39%[activator]	-28%	-8%	-15	-1%	-1%
O=C(CCN1CCN(Cc2ccccc2)CC1)Nc1cccc(Cl)c1	2.3%	-5	-3%	0%	-15%	9%	-1	-1%	-7%

Quoted at random: three compounds from above.
SMILES	RXFP1 agonist	PI4K2A block	Glioma ERSR ind	TrxR1 substrate	USP1 inh	IDH1 R132H inh	LDHA inh	Vif-APOBEC3G blk	Vif-APOBEC3F blk
Cc1ccc2c(c1)N(C(=O)N1CCC(C(=O)NCc3ccccc3F)CC1)CC(C)O2 (configuration not stated)	0.6%	0	-4%	-1%	-1%	11%	0	4%	-1%
CN(CCN1CCOCC1)Cc1nc(-c2ccccc2)no1	1.4%	2	2%	11%	-23%	4%	-1	-2%	0%
Cc1cc(S(=O)(=O)Nc2c(NC3CCCCC3)c3ccccc3oc2=O)ccc1F	2.4%	-5	-2%	-4%	-12%	9%	-2&9	-1%	-3%

Back to the main list with the 5 entries that preceded the break.
SMILES	RXFP1 agonist	PI4K2A block	Glioma ERSR ind	TrxR1 substrate	USP1 inh	IDH1 R132H inh	LDHA inh	Vif-APOBEC3G blk	Vif-APOBEC3F blk
COc1ccc(NC(=O)NC2CCCCCCC2)cc1	0.0%	-2	-1%	6%	-6%	5%	-5	3%	0%
Cc1cc(S(=O)(=O)Nc2c(NC3CCCCC3)c3ccccc3oc2=O)ccc1F	2.4%	-5	-2%	-4%	-12%	9%	-2&9	-1%	-3%
CN(CCN1CCOCC1)Cc1nc(-c2ccccc2)no1	1.4%	2	2%	11%	-23%	4%	-1	-2%	0%
CCN1CCN(C(=O)Cn2c(-c3cccs3)cc3cc(Cl)ccc32)CC1	0.7%	-1	-3%	39%[activator]	-28%	-8%	-15	-1%	-1%
O=C(CCN1CCN(Cc2ccccc2)CC1)Nc1cccc(Cl)c1	2.3%	-5	-3%	0%	-15%	9%	-1	-1%	-7%
COc1ccc(-n2ccn(Cc3ccccc3Cl)c(=O)c2=O)cc1OC	1.2%	-4	-1%	?	-8%	15%	-1	-4%	-2%
O=C(CSc1nnc(-c2ccc(F)cc2)o1)NC1CCCCC1	-0.1%	-2	-3%	-3%	-19%	-2%	-1	5%	-2%
CC12C=CC(=O)C=C1CCC1C3CCC(O)(C(=O)CO)C3(C)CC(O)C12F (configuration not stated)	nt	-2	-3%	12%[57.1 µM]	-19%	3%	-2	0%	?
COc1ccc(-n2nnnc2SCC(=O)N2CCCC2=O)cc1	0.4%	-1	-4%	-8%	1%	-20%	-1	1%	1%
O=C(CSc1nnnn1-c1ccccc1)N1CCNC1=O	3.2%	1	-2%	-3%	3%	9%	-2	1%	1%
CCOC(=O)CNc1nc(C(C)(C)C)nc2c1nnn2Cc1ccccc1Cl	1.7%	-1	2%	-5%	-15%	1%	-6	6%	-16%
CC(=O)NC1=NN(C(C)=O)C2(CCCCC2)S1	-4.5%	3	-3%	-4%[57.1 µM]	11%	2%	2	2%	-12%
CCN(C(=O)CSc1nc2scc(-c3ccccc3)c2c(=O)n1N)C1CCS(=O)(=O)C1 (configuration not stated)	nt	-4	-3%	-7%	-21%	4%	-4	1%	-8%
CCOc1ccc(CN(C)C(C)C(=O)NCc2ccccc2)cc1 (configuration not stated)	2.1%	-3	0%	-2%	-20%	-4%	-2	3%	3%
c1ccc(-c2nc(-c3ccncc3)no2)cc1	1.6%	-5	-3%	3%[57.1 µM]	2%	-8%	-8	3%	-12%
O=C(CN(Cc1ccccc1)S(=O)(=O)c1ccc(Cl)cc1)NCC1CCCO1 (configuration not stated)	0.2%	3	-5%	7%	-15%	6%	-2	-3%	-16%
O=C(CNC(=S)NC(=O)c1ccc(Cl)cc1)c1ccccc1	7.2%	-2	-1%	-10%	-2%	0%	-8	-3%	-3%
Cc1cc(NC(=O)Nc2ccc(F)cc2F)n(C)n1	0.4%	2	0%	4%[57.1 µM]	-9%	5%	-3	6%	-7%
COC(=O)c1c(Oc2ccc(OC)cc2)nnc(-c2ccccc2)c1-c1ccccc1	-2.5%	-4	-3%	-4%	-18%	10%	-9	3%	0%
COc1ccc(NC(=S)Nc2cc(C(F)(F)F)ccc2F)cc1	-0.2%	-4	-5%	5%[57.1 µM]	-5%	4%	-5	1%	13%

Assay outcomes (PubChem BioAssay)
